Assay outcomes: PubChem BioAssay, several laboratories
HGIII-sPLA2 inh: Blocks human group III sPLA2 activity | Q9NZ20 | QFRET BODIPY PC-A2 liposome hydrolysis, fluorescence | inhibition, % at 12.2 µM | 370,000 tested, 0.56% active | AID 743126;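 active = inhibition above mean plus 3 SD of compounds lying within the high and low control bounds, cut at about 19% in these data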;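 also: 0% = median of test compound wells and 100% = no enzyme DMSO wells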
KLK7 zymogen act: activates the human kallikrein-7 zymogen; purified proKLK7, EDANS-DABCYL substrate fluorescence; 100% is mature enzyme control, 0% vehicle; activation, % at 7 µM; 370,000 tested, 0.9% active;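 active = activation above the mean of all tested compounds plus 3 SD, computed per campaign excluding outliers beyond control limits, cut at about 13% in these data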
SMARCA2 activ: SMARCA2 function activation, primary screen; AID 652017; MG213 cells, MMTV-luciferase reporter, dexamethasone, overnight; 370,000 tested, 1% active; activation, % at 9.1 µM; in the data active = activation above about 7.8%;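 also: 0% = vehicle wells and 100% = reference activator wells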
DAX1 inh-1: DAX1 (NR0B1) inhibition, primary screen; 370,000 tested, 1.1% active; AID 652010; inhibition, % at 6.8 µM; HEK293T StAR-luciferase reporter, SF-1/DAX-1 repression relief;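 active = inhibition above the mean over all tested compounds plus 3 SD, cut at about 3.6% in these data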;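 also: 0% = DAX-1 cells with DMSO and 100% = cells lacking DAX-1 with DMSO; higher inhibition means more luminescence from relief of DAX-1 repression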
GC-A act: GC-A (human) enzyme activation; P16066; HEK293 GC-A cells, cGMP TR-FRET, EC30 ANP; 0% at EC30 ANP, 100% saturating ANP; activation, % at 10 µM; 370,000 tested, 0.14% active; in the data active = activation above about 40%
GAA850 FXN act: increases GAA850 frataxin promoter reporter activity; activation, % at 6 µM; 360,000 tested, 0.56% active; AID 540364; HEK293 lucGAA850 FXN promoter luciferase reporter, 24 h; percent of 10 µM SAHA response;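 active = activation above the average of all compounds screened plus 3 SD, cutoff fixed separately per campaign, cut at about 7.5% in these data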;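 also: 0% = DMSO wells and 100% = 10 µM SAHA wells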
hgDAF12 agonist: activates the H. glycines DAF-12 receptor ligand-binding domain | HEK293 GAL4-hgDAF12 UAS-luciferase reporter, agonist luminescence; normalized to butyrate control | activation, % at 6.8 µM | 370,000 tested, 1.8% active;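 active = activation above a cutoff set at the mean of all screened compounds plus 3 SD, cut at about 10% in these data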;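 also: 0% = DMSO wells and 100% = sodium butyrate wells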
ssDAF-12 act: activates DAF-12 receptor from parasite S. stercoralis | HEK293 ssDAF-12/GRIP1 lit1-tk-luc reporter, luminescence; % of 3 µM dafachronic acid response | AID 652126 | 370,000 tested, 1% active | activation, % at 6.8 µM;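 active = activation above the mean over all tested compounds plus 3 SD, cut at about 0.9% in these data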;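 also: 0% = DMSO-only wells and 100% = 3 µM delta7-dafachronic acid wells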
hcDAF-12 act: activators of H. contortus DAF-12 nuclear receptor | AID 652067 | HEK293 hcDAF-12 lit1-tk-luc reporter, luminescence; 0% DMSO, 100% Δ7-dafachronic acid | 370,000 tested, 1.4% active | activation, % at 6.8 µM;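 active = activation above the mean of all tested compounds plus 3 SD, cut at about 5.5% in these data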;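 also: 100% = response to 3 µM Δ7-dafachronic acid high control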
GC-B act: GC-B (human) receptor activation; P20594; HEK293-GC-B cells, CNP EC30, cGMP TR-FRET; 0% at EC30 CNP, 100% saturating CNP; activation, % at 10 µM; 370,000 tested, 0.11% active; AID 1920062;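 active = activation at 10 µM reaching about 35% in either raw or pattern-adjusted values, limit read from the data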
Target sequence (P20594 whole entry, looked up): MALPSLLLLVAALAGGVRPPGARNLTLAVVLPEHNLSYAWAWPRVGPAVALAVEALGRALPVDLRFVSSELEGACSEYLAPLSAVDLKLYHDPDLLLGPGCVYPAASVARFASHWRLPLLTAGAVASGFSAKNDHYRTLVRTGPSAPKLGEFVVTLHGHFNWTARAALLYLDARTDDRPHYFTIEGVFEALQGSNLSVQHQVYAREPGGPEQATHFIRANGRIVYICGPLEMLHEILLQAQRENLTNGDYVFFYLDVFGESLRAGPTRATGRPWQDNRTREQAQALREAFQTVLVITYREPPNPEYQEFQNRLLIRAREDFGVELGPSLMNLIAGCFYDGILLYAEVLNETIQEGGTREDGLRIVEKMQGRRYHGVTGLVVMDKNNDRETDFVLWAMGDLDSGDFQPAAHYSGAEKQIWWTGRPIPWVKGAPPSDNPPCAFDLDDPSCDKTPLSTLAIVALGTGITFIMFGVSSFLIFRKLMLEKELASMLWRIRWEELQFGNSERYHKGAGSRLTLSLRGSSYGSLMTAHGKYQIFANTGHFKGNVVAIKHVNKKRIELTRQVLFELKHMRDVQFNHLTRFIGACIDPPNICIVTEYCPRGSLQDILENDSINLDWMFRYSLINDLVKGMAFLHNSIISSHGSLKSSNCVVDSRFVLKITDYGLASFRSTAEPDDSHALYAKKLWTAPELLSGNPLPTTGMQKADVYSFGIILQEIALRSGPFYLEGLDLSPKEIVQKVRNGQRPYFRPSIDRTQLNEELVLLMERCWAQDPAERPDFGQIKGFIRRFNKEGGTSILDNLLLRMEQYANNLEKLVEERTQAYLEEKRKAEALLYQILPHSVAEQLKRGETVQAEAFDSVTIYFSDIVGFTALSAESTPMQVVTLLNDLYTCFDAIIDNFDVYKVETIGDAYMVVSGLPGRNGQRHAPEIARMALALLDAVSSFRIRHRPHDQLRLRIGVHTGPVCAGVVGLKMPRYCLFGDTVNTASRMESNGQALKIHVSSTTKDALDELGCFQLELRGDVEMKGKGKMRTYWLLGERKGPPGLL
DAX1 inh-2: inhibits human nuclear receptor DAX1; HEK293 Gal4-DAX1 luciferase reporter, luminescence; inhibition, % at 6.75 µM; 340,000 tested, 0.99% active; AID 504766;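 active = inhibition above the mean over all tested compounds plus 3 SD, cut at about 4.2% in these data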;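 also: 0% = DAX1-transfected cells with DMSO and 100% = empty-vector control cells with DMSO; inhibition shows as a rise in luminescence from relieved DAX1 repression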
Starred values were filed as active, the others as inactive; . = no result given. Rows were taken by chance; overall some 6.7% were active at least once.

SMILES | HGIII-sPLA2 inh | KLK7 zymogen act | SMARCA2 activ | DAX1 inh-1 | GC-A act | GAA850 FXN act | hgDAF12 agonist | ssDAF-12 act | hcDAF-12 act | GC-B act | DAX1 inh-2
O=C(c1cc(-c2ccncc2)nc2ccccc12)N1CCCC(C(F)(F)F)C1 (stereo not given) | -4 | 0.4 | 2 | -0.1 | -25 | 0.3 | -2.0 | -0.4 | -0.9 | -19 | 1.7
Cc1ccc(C(=O)Nc2ccc(C(=O)O)cc2)cc1S(=O)(=O)NCc1ccccc1 | -5 | 0.5 | 1 | -0.3 | 2 | 1.1 | -1.6 | -1.2 | 0.8 | 1 | 1.7
O=C(N/N=C/c1ccnc2ccccc12)c1ccccc1O | 5 | -0.4 | -1 | 0.8 | -9 | 2.2 | 0.8 | -0.7 | 0.9 | -3 | 0.1
C=C(C)C(=O)OCC(O)COc1ccc(C(C)(C)c2ccc(OCC(O)COC(=O)C(=C)C)cc2)cc1 (stereo not given) | -64 | -0.1 | -7 | -2.4 | 0 | -0.2 | -1.6 | -1.7 | -2.8 | 9 | -2.2
CCOC(=O)c1cc(-c2ccc(C)cc2)n(CCC(=O)N2CCN(c3ccccn3)CC2)c1C | -12 | 0.2 | -1 | -0.7 | -8 | 0.8 | 0.3 | -2.6 | -4.9 | 3 | -3.5
O=C(CCCC(=O)N1CCc2ccccc21)N1CCc2ccccc21 | 10 | 0.1 | -2 | -0.8 | 5 | -1.4 | 1.6 | -0.8 | -0.9 | 3 | 1.2
CCOC(=O)CNC(=O)c1c2c(nc3ccccc13)CCCC2 | -2 | 0.2 | 0 | 0.6 | 3 | 0.1 | -1.6 | 1.0* | 0.9 | -2 | 0.0
CCCCN(Cc1ccccc1)C(=O)c1cnc2n(c1=O)CCS2 | -4 | 0.3 | -2 | 0.3 | -1 | 0.5 | 2.7 | -0.9 | -1.2 | -5 | 0.5
CCCCCC(=O)N1C[C@H](n2cc(-c3ccc(F)cc3)nn2)[C@@H](O)C[C@@H]1c1ccc(OC)cc1 | -26 | 0.5 | -2 | 0.6 | -1 | -1.4 | 1.1 | -0.9 | -0.3 | -1 | 1.1
COc1ccc(CNC(=O)Nc2nnc([C@@H]3C[C@H](O)[C@@H](CO)O3)s2)cc1 | -2 | -0.2 | -6 | 1.2 | -2 | 0.1 | 2.6 | -1.3 | 0.1 | -2 | .
S=C1NCN(Cc2cccnc2)CN1 | 10 | 0.4 | -3 | 0.1 | 4 | -0.1 | -1.4 | -2.0 | 0.0 | 5 | .
CC(C)CCn1c(N)c(S(=O)(=O)c2cccs2)c2nc3ccccc3nc21 | -20 | -21 | -1 | -1.4 | -19 | -1.3 | -5.7 | -2.7 | -2.7 | -16 | -1.3
CCCN(CC(=O)Nc1ccccc1C)C(=O)c1ccc(N2CCCCC2)c([N+](=O)[O-])c1 | -2 | 0.0 | 1 | -1.6 | -7 | 1.8 | 0.5 | -1.3 | -0.9 | 4 | -1.1
COc1ccc(C)cc1S(=O)(=O)N1CCN(c2cccc(C(F)(F)F)c2)CC1 | -14 | 0.4 | -1 | -0.6 | -3 | 3.9 | 0.7 | -1.1 | -0.2 | -6 | 0.7
O=C(c1ccccc1)c1c[nH]c(C(=O)NCc2cccnc2)c1 | -2 | -0.6 | 0 | -2.4 | -2 | -0.8 | 0.4 | -1.5 | -0.5 | -9 | -0.1
Cc1ccccc1C(=O)N1CCC(C(=O)NC2CCCC2)CC1 | 1 | -0.3 | 0 | -0.2 | 2 | 0.2 | -0.3 | -0.8 | 0.0 | 6 | -0.3
CNC(=O)c1c(C)[nH]c(=S)c(C#N)c1-c1ccco1 | 0 | 0.2 | 1 | 0.7 | 3 | 0.7 | -2.8 | -0.4 | 1.4 | 8 | 0.0
O=C(O)COc1cccc(NC(=O)C2CCCO2)c1 (stereo not given) | 0 | 4.4 | 0 | 0.1 | 1 | -1.8 | -0.5 | -1.2 | -0.5 | -12 | 0.9
CN1CCN(NC(=O)COc2cccc(C(F)(F)F)c2)CC1 | 11 | -0.7 | 0 | -0.1 | 2 | -0.6 | -0.6 | -1.6 | -1.5 | 6 | 0.3
Cc1nn(C2CCS(=O)(=O)C2)c2nc(C3CC3)cc(C(=O)Nc3ccc(C(N)=O)cc3)c12 (stereo not given) | 3 | 0.6 | -1 | -1.6 | -2 | -0.3 | 1.4 | -1.2 | -0.1 | -10 | 1.0
CNC(=S)Nc1ccc([N+](=O)[O-])cc1C | 3 | -0.5 | 1 | 0.0 | -2 | 1.1 | -2.1 | -1.7 | -1.6 | 4 | -0.3
Cc1ccc(S(=O)(=O)N2C[C@H]3N(C(=O)OC(C)C)N(C(=O)OC(C)C)C[C@H](OC(=O)NCc4ccco4)[C@@]3(O)C2)cc1 | -12 | 0.4 | -5 | -0.3 | 6 | -6.7 | -2.3 | -1.1 | 0.3 | 4 | 0.6
COc1ccc(CNC(=O)CN(C)S(=O)(=O)c2ccccc2)cc1 | 2 | 0.2 | -4 | 1.5 | 0 | -2.6 | 5.6 | -1.3 | -0.7 | 3 | -0.3
CCOC(=O)C1=C(c2ccccc2)NC(SCC(=O)NC2CCCCC2)=C(C#N)C1c1ccco1 (stereo not given) | 7 | 2.0 | -2 | 0.5 | -5 | -1.8 | 0.6 | -0.8 | -0.6 | 0 | -1.3
COc1cccc(NC(=O)[C@@H]2CCC(=O)N2C2OC(=O)c3ccccc32)c1 (stereo not given in full) | 9 | -0.3 | 1 | -0.2 | 1 | 0.5 | 5.3 | -0.6 | 1.9 | -4 | 0.9
(further entries)
SMILES | HGIII-sPLA2 inh | KLK7 zymogen act | SMARCA2 activ | DAX1 inh-1 | GC-A act | GAA850 FXN act | hgDAF12 agonist | ssDAF-12 act | hcDAF-12 act | GC-B act | DAX1 inh-2
Cc1nc2c(nnn2Cc2ccccc2Cl)c(=O)[nH]1 | -2 | 0.1 | -1 | 0.6 | 7 | -0.9 | -2.6 | -1.8 | -0.4 | 7 | -0.5
CCC(=O)N1CCc2cc(S(=O)(=O)NCCC(=O)NCc3ccccc3Cl)ccc21 | 7 | 0.1 | 1 | 0.3 | -2 | -0.7 | -2.1 | -0.8 | -1.5 | 1 | 0.5
CC(/C=N/NC(=O)c1ccc(Cn2cc([N+](=O)[O-])cn2)o1)=C\c1ccccc1 | -16 | -0.9 | 1 | 0.9 | -5 | 3.9 | 2.7 | -1.3 | 0.2 | -8 | 0.6
CCOc1ccc(C(=O)N(CN2CCCC2=O)c2ccc(C)cc2)cc1 | -4 | 0.1 | -3 | -0.6 | 1 | . | -5.7 | -1.5 | -2.1 | -3 | .
Cn1c(=O)[nH]c(=O)c2c1nc(CN1CCN(c3ccccc3F)CC1)n2CCc1ccccc1 | -1 | 0.1 | 3 | -0.2 | -6 | -0.5 | 3.0 | -1.2 | -1.1 | -10 | -0.6
O=C(CN1C2=NCCCN2c2ccccc21)c1ccc(Br)s1 | -27 | 0.4 | 1 | -0.3 | -1 | -0.5 | 0.1 | -1.0 | 2.1 | -3 | -0.3
CC(=O)OCCN1CCCC12CCC(c1ccccc1)CC2 (stereo not given) | 11 | -0.5 | -1 | -0.2 | 4 | . | -0.9 | -0.8 | -0.2 | -4 | .
COC(=O)c1ccc(N2CCCCC2)c(NS(=O)(=O)c2ccc(C)cc2)c1 | -18 | -0.5 | -3 | -0.5 | -2 | 2.7 | -4.1 | -1.7 | -2.4 | 0 | 1.4
COC(=O)C(C)Oc1ccc(Cc2ncc(C(F)(F)F)cc2Cl)cc1 (stereo not given) | 1 | 0.4 | -3 | 0.1 | 3 | 1.3 | 2.5 | -1.8 | 2.1 | 7 | -1.0
CCN(C(=O)CCN1C(=O)c2ccccc2C1=O)C1CCCCC1 | -5 | -0.4 | -1 | -0.1 | -1 | -0.2 | -0.7 | -1.5 | -1.4 | 0 | -1.7
CCOc1ccc(C2NC(=O)NC(C)=C2C(=O)OCc2ccccc2)cc1 (stereo not given) | -4 | -0.2 | -1 | -0.3 | -2 | 2.7 | 1.2 | -1.5 | -2.1 | 2 | -0.2
Clc1ccc(-c2nnc(-c3ccccc3)c(-c3c[nH]c4ccccc34)n2)cc1 | 10 | 0.2 | -3 | 0.8 | 3 | 3.8 | -0.2 | 0.6 | 4.5 | -5 | 0.2
O=S(=O)(N/N=C/c1ccc(OC2CSC2)cc1)c1ccccc1 | -16 | -0.2 | -2 | -0.5 | 5 | 1.7 | 2.3 | -0.9 | 2.1 | -4 | 0.9
CCCn1c(=O)c2ccccc2n2c(SCC(=O)c3cc(C)n(CCOC)c3C)nnc12 | -2 | 0.6 | 4 | 0.2 | -2 | 1.7 | 3.5 | -1.5 | -0.7 | 1 | -0.5
COc1cc(C(=O)OCC(=O)c2c(N)n(C)c(=O)n(C)c2=O)ccc1OCCC(C)C | 4 | -1.4 | 1 | 0.0 | -8 | 2.8 | -4.0 | -0.9 | -1.9 | -1 | 0.5
O=C1c2ccccc2C(Nc2ccc(Cl)cn2)N1Cc1ccccc1 (stereo not given) | 10 | 0.0 | -1 | -1.2 | 2 | 2.4 | -2.7 | -0.9 | -0.6 | -11 | -0.1
CCCCNC(=O)CSc1nc2ccc(C)cc2[nH]1 | -5 | 0.0 | -4 | -0.7 | -3 | 2.6 | 1.4 | -1.2 | -1.8 | 0 | -0.7
CCCCC(=O)NNC(=S)NC(=O)c1ccc(C)cc1 | 12 | -1.1 | -1 | 0.7 | 1 | -0.1 | 7.6 | 0.2 | 2.9 | -1 | -0.2
CCOC(=O)N1N=C(c2ccccc2)CC1(O)C(C)(F)F (stereo not given) | -5 | 0.3 | 0 | -0.4 | 1 | 0.7 | 0.1 | -1.1 | -0.5 | 5 | 0.0
CCCn1c(N)cc(=O)n(CCC)c1=O | 5 | 0.1 | -2 | -0.9 | -3 | -1.2 | 0.8 | -0.8 | -1.0 | 1 | 1.5
Cc1ccc(S(=O)(=O)N(C)C)cc1NC(=O)CCNC(=O)c1ccccc1Cl | 0 | 0.4 | 3 | 0.4 | -6 | 0.8 | -1.2 | -0.9 | 0.7 | 5 | 1.4

Shown with values under each structure: 5 of the compounds above.
The line under a structure holds: HGIII-sPLA2 inh, KLK7 zymogen act, SMARCA2 activ, DAX1 inh-1, GC-A act, GAA850 FXN act, hgDAF12 agonist, ssDAF-12 act, hcDAF-12 act, GC-B act, DAX1 inh-2
- CNC(=O)c1c(C)[nH]c(=S)c(C#N)c1-c1ccco1
    0, 0.2, 1, 0.7, 3, 0.7, -2.8, -0.4, 1.4, 8, 0.0
- O=C(O)COc1cccc(NC(=O)C2CCCO2)c1 (stereo not given)
    0, 4.4, 0, 0.1, 1, -1.8, -0.5, -1.2, -0.5, -12, 0.9
- CN1CCN(NC(=O)COc2cccc(C(F)(F)F)c2)CC1
    11, -0.7, 0, -0.1, 2, -0.6, -0.6, -1.6, -1.5, 6, 0.3
- Cc1nn(C2CCS(=O)(=O)C2)c2nc(C3CC3)cc(C(=O)Nc3ccc(C(N)=O)cc3)c12 (stereo not given)
    3, 0.6, -1, -1.6, -2, -0.3, 1.4, -1.2, -0.1, -10, 1.0
- CNC(=S)Nc1ccc([N+](=O)[O-])cc1C
    3, -0.5, 1, 0.0, -2, 1.1, -2.1, -1.7, -1.6, 4, -0.3
